Source: PubChem BioAssay (Broad Institute)
dFosB act: activators of mouse delta FosB homodimer. purified delta FosB, TAMRA-CDK5 oligo fluorescence polarization; percent of positive-control signal above neutral wells. activation, % at 25 µM. 340,000 compounds, 0.99% hits;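 active = mean activation above about 17%, with every replicate also reaching it, limit read from the data, passing the limit was not always enough; inconclusive = only one of the two conditions met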;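 note: fluorescence polarization rise as delta FosB binds a TAMRA Cdk5 AP-1 oligo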
Target sequence (P13346 whole entry, looked up): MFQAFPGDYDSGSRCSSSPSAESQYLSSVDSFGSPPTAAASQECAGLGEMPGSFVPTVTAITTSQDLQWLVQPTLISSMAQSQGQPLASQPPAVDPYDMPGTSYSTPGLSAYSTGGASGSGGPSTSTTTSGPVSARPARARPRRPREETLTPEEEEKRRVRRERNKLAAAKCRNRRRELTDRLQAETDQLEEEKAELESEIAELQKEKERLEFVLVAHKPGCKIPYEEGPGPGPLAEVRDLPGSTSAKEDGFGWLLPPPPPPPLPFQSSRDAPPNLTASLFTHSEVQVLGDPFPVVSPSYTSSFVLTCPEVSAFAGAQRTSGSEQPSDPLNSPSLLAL
SR-BI HDL uptake: blocks mouse SR-BI lipid uptake from DiI-HDL. ldlA[mSR-BI] CHO cells, DiI-HDL uptake fluorescence, 3 h. 320,000 compounds, 0.96% hits. Q61009. inhibition, % at 12.5 µM. AID 488896;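 active = mean replicate inhibition of at least 70% and a set share of replicates each scoring 70 or more; inconclusive = meets just one of the two criteria; inactive = fails both criteria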;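 note: 0% = median of neutral control wells and 100% = median of positive control wells; values of inactives mirror those of a sister screen read the other way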
PvdQ acylase: P. aeruginosa PvdQ acylase inhibition. purified PvdQ acylase, fluorescence plate reader. inhibition, % at 10 µM. 340,000 compounds, 0.063% hits; in the data active = inhibition above about 30%, passing the limit was not always enough; inconclusive = no clear call, values can overlap the other calls;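 note: 0% = vehicle neutral wells and 100% = reference inhibitor wells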
SR-BI DiI-HDL act: SR-BI HDL lipid transfer activation; CHO ldlA[mSR-BI] cells, DiI-HDL uptake fluorescence, 3 h; 100 = double the neutral-control signal; activation, % at 12.5 µM; 320,000 compounds, 0.096% hits; AID 504775;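 active = mean replicate activation of at least 60% and every replicate at or above 60%; inconclusive = mean or all-replicate condition met, but not both; inactive = mean below 60% and not all replicates reaching 60%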;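 note: 0% = median plate neutral-control signal and 100% = twice that signal; values of inactives mirror those of a sister screen read the other way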
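system = CHO ldlA[mSR-BI] cells, LDL receptor-null, SR-BI overexpressing | medium = Ham's F12 with 0.5% BSA, HEPES 25 mM, pH 7.4 | probe or stimulus = DiI-HDL 10 µg/mL | compound dosing = single-point compound dose | incubation = compound exposure 3 h, 37 °C | technique = DiI fluorescence, bottom read | read-out = cell-associated DiI fluorescence as measure of HDL uptake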
CAL PDZ FP-1: blocks peptide binding to human CAL PDZ domain; Q9HD26; purified CAL PDZ, TMR-peptide fluorescence polarization, 1 h; inhibition, % at 20 µM; 330,000 compounds, 0.02% hits; AID 504414;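 active = highest replicate inhibition of at least 40%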;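 note: plate controls were DMSO neutral control wells for no effect and unlabeled competitor peptide control wells for full effect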
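Control set: unlabelled peptide and DMSO controls / Material: purified CerCALP PDZ construct / Timing: 1 h incubation at room temperature before polarization reading / Doses: 20 µM, one dose / Detection: fluorescence polarization (mP)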
PfHsp90 set2: inhibits growth of yeast expressing Plasmodium falciparum Hsp90 | S. cerevisiae expressing PfHsp90, BacTiter-Glo ATP, 48 h; yeast lacking PDR1 and PDR3 efflux regulators | inhibition, % at 9.4 µM | 310,000 compounds, 0.32% hits | AID 504621;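 active = every replicate shows inhibition above about 80%, whatever the replicate mean, limit read from the data; inconclusive = mean inhibition reaches the set limit but some replicate falls short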;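 note: 0% = DMSO neutral controls and 100% = 20 µM radicicol positive controls; yeast relying on Plasmodium falciparum Hsp90 in place of its own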
CAL PDZ FP-2: inhibitors of human CAL PDZ peptide binding | purified CAL PDZ, TMR-peptide fluorescence polarization, 1 h | AID 602252 | 300,000 compounds, 0.92% hits | Q9HD26 | inhibition, % at 24.9 µM;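 active = mean inhibition of at least 30% with at least half of replicates also reaching 30%; inconclusive = no clear call, values can overlap the other calls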;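 note: 0% = DMSO neutral control and 100% = excess unlabeled competitor peptide PRC23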
Rtt109 Vps75: inhibitors of Candida albicans Rtt109/Vps75 histone acetyltransferase; AID 540336; purified Rtt109/Vps75, ThioGlo CoA-SH fluorescence, 4 h; 330,000 compounds, 0.16% hits; Q5AAJ8; inhibition, % at 34.9 µM;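 active = inhibition of at least 50% in every replicate; inconclusive = best replicate reaches 50% inhibition but some replicates fall short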
Target sequence (Q5AAJ8 whole entry, looked up): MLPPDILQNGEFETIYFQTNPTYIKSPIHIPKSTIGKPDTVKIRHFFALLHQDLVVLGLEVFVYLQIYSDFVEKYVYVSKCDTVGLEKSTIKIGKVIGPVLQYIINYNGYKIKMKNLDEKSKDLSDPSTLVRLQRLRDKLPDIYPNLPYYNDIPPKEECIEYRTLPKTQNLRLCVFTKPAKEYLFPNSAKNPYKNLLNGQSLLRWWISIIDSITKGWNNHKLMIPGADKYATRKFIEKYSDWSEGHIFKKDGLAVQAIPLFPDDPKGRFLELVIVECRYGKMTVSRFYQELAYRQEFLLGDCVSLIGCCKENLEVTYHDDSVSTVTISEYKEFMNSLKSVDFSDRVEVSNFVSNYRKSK
MITF act: MITF TRPM1 promoter activation in melanoma cells; 300,000 compounds, 0.75% hits; activation, % at 12.5 µM; SK-MEL-5 TRPM1-promoter luciferase, 24 h; % of positive control, neutral wells = 0; AID 588334;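 active = mean activation of at least 80% with every replicate also reaching 80%; inconclusive = mean reaches 80% but some replicate falls short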;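 note: 0% = neutral control wells and 100% = parthenolide positive control wells; values of inactives mirror those of a sister screen read the other way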
NSD2 inh: blocks human histone methyltransferase NSD2; O96028; inhibition, % at 12.5 µM; 310,000 compounds, 0.54% hits; NSD2 peptide methylation, AlphaScreen, 120 min; in the data active = inhibition above about 50%
Starred values were filed as active, the others as inactive; i = inactive; ? = inconclusive; · = not tested or not shown.

SMILES	dFosB act	SR-BI HDL uptake	PvdQ acylase	SR-BI DiI-HDL act	CAL PDZ FP-1	PfHsp90 set2	CAL PDZ FP-2	Rtt109 Vps75	MITF act	NSD2 inh
CC(C)Cn1c(N)c(C(=O)NCC2CCCO2)c2nc3ccccc3nc21 (stereo unspecified)	-10	35	-14	-35	-2.1	9	-2	-244	·	27
COC(=O)C1SCCN1S(=O)(=O)c1ccc(Cl)cc1 (stereo unspecified)	-8	-7	-12	7	-1.2	-14	1	-7	-3	12
CNC(C)C#Cc1ccc2oc3cccc(OC)c3c(=O)c2c1 (stereo unspecified)	-11	24	4	-24	-1.0	20	-3	-58	58	·
CCn1cc(SCC(N)=O)c2ccccc21	0	-104	-10	?	-0.3	1	-1	-10	·	·
Cc1ccc(S(=O)(=O)CCC(=O)Nc2ccccc2Cl)cc1	0	-3	-19	3	-0.5	-15	-3	-2	9	29
COc1ccc(NC(=O)C2CCC(N3C(=O)C4C5C=CC(C5)C4C3=O)CC2)cc1 (stereo unspecified)	-3	-13	-24	13	-4.6	4	-1	1	-1	0
Oc1ccc(-c2cn3ccccc3n2)cc1	3	·	-18	·	-3.3	1	0	3	80	·
Cc1ccc2nc(SCC(=O)NC(=O)NCc3ccco3)[nH]c2c1	-7	-10	4	10	·	-2	-7	7	3	0
OCCOCCn1c(CCNc2nc(-c3ccc(F)cc3)cs2)nc2cc(C(F)(F)F)ccc21	-7	17	-1	-17	-0.6	·	0	6	-2	·
Cc1ccc(S(=O)(=O)c2c(C)nn(C(C)(C)C)c2OC(=O)C2CCCC2)cc1	-1	47	-19	-47	-1.0	-30	-2	-1	-7	1
O=S(=O)(c1ccccc1)N1N=C(c2cccs2)CC1c1ccc(Br)cc1 (stereo unspecified)	-9	13	-12	-13	-3.9	1	0	-3	-12	3
CC(C)C(NC(=O)c1ccc(C(C)(C)C)cc1)C(=O)N1CCCC1 (stereo unspecified)	-2	·	1	·	-3.4	-19	-4	6	1	1
O=C(NC12CC3CC(CC(C3)C1)C2)c1ccc([N+](=O)[O-])o1	-2	-13	6	13	-0.1	0	-2	-4	·	1
CCc1ccccc1NC(=O)C1CCCN(c2nccc(C)n2)C1 (stereo unspecified)	-6	·	-12	·	-4.5	-10	-3	1	0	-1
CNC(=O)C(=O)Nc1cc2c3c(c1)CCN3C(=O)CC2	1	-10	-11	10	-1.3	-2	1	-7	1	-4
CC(=O)Nc1nc2n(n1)C(c1ccc(Cl)cc1)C=C(C)N2 (stereo unspecified)	-1	-16	-14	16	-1.0	-9	-2	-4	-4	-1
O=C(NCc1cccs1)c1nn2cccnc2c1Cl	-13	-2	-12	2	-0.3	-6	-1	-3	16	-2
Cc1ccc(SCC(=O)OC(C)C(=O)NCc2ccccc2)cc1C (stereo unspecified)	-12	-31	-3	31	-1.9	-8	-2	-3	-6	-5
OCC[C@H]1C[C@H](O)[C@@H](O)[C@@]2(Cc3ccccc3CO2)O1	3	-26	5	26	-0.1	14	1	-2	-4	·
O=C(NCc1nnc(SCC(=O)N2CCN(c3ccccc3)CC2)o1)c1c(F)cccc1F	-6	23	3	-23	-0.8	14	-2	12	8	0
COc1cccc(C(=O)CSc2nccn2C)c1	7	-25	13	25	1.2	-2	2	6	·	4
O=C1NC(=Nc2ccccc2)/C(=C/c2ccco2)S1	-9	35	-18	-35	-0.2	-39	1	·	-7	9
Cn1ccnc1SCCNC(=O)CCc1nnc(CCCCc2ccccc2)o1	0	-2	-5	2	-0.7	-12	-1	-6	-2	-3
CCc1nc2ccccc2c(C(=O)OCC(=O)NCc2ccc3c(c2)OCO3)c1C	-1	11	10	-11	-1.5	-21	5	-10	1	-2
O=C1NC(=S)NC1(c1ccccc1)c1ccccc1	5	-24	-10	24	7.9	·	·	3	-2	-2
Cc1sc(NC(=O)c2cccs2)c(C(=O)OC(C)C)c1C	0	34	-9	-34	-0.8	·	0	-8	·	·
Cc1ccccc1N1CC(C(=O)N2CC(C)OC(C)C2)CC1=O (stereo unspecified)	-1	·	-5	·	-0.2	-4	·	11	0	4
CCOc1ccc(/C=N/NC(=O)c2ccccc2C)cc1CN1CC2CC(C1)c1cccc(=O)n1C2 (stereo unspecified)	-15	·	-11	·	-2.4	37	4	1	-1	·
O=C(O)CCC(=O)N1CCc2cc(S(=O)(=O)NCCc3ccc(Cl)cc3)ccc21	0	-24	0	24	-1.4	7	0	-5	0	-5
CCCCOc1ccc(C(=O)Nc2ccc(N3CCN(C(C)=O)CC3)cc2)cc1	-2	46	2	-46	-0.4	-3	0	-14	-4	-1
COCCNC(=O)c1ccc(C)cc1C	-2	-15	-19	15	-0.8	8	2	-13	26	-2
CCc1c(C)sc(NC(=O)c2ccco2)c1C(=O)N1CCOCC1	-8	20	7	-20	-1.7	5	·	1	2	1
CCOC(=O)C1=C(c2ccccc2)c2ccc(OC)cc2N(S(=O)(=O)C(F)(F)F)C1C(=O)OCC (stereo unspecified)	-6	22	-13	-22	-0.4	0	-4	-7	-6	·
Cc1ccc(Cl)cc1Nc1nc(-c2sc(NC(=O)C(C)(C)C)nc2C)cs1	6	58	-14	-58	-1.1	5	-2	-1	-6	·
Cc1ccc(-n2cccc2/C=C2/C(=N)N3C(=NC2=O)SN=C3S(C)(=O)=O)cc1Cl	-56	-9	2	9	-1.3	-5	-5	0	13	127*
Cc1ccc(-c2nnn(CC(=O)Nc3cccc4cccnc34)n2)o1	-12	-13	-9	13	·	-5	-2	-1	12	-5
O=C(Nc1nnc(-c2ccccc2)o1)Nc1ccccc1Cl	-1	15	-11	-15	0.1	18	·	-2	-3	·
CC1=NOC(=O)/C1=C\c1ccc(-c2ccc(Cl)c(C(=O)O)c2)o1	-2	0	5	0	-2.2	-7	·	20	0	84*
O=C(CSc1nccc2ccccc12)N1CCN(c2ccccn2)CC1	-15	8	-6	-8	-0.6	-11	·	-3	4	·
COc1cc(OC)c(NC(=O)CCc2ccccc2)cc1Cl	0	49	-4	-49	-1.9	-2	-1	3	-10	-1
Cc1ccc(OC(=O)c2cc(C)nn2C(C)(C)C)cc1	4	2	-18	-2	-1.0	5	-9	9	1	0
O=C(CCl)c1ccc2[nH]c(=O)oc2c1	-3	·	5	·	-2.2	-9	-2	34	-21	-121
COc1cc(CC(=O)OCC(=O)NCc2cccs2)cc(OC)c1OC	-1	-7	1	7	-0.6	6	-4	10	9	5
Cc1ccc(-c2ncccc2OC(=O)C23CC4CC(CC(C4)C2)C3)cc1	-16	-3	17	3	-2.1	-9	-3	32	-6	-3
O=C(NCc1ccccc1)C(=O)Nc1nc(-c2ccccc2)cs1	-2	4	9	-4	-0.3	4	-4	0	9	-2
CC(C)(C)NC(=O)CN(Cc1ccc2c(c1)OCO2)C(=O)CNS(=O)(=O)c1ccc(F)cc1	5	-14	-18	14	-2.0	-6	-4	-2	0	45
Cc1ccnc(NCc2cc(C)ccc2O)c1	-5	22	-13	-22	0.3	-19	-12	2	·	-2
Cc1csc(NC(=O)Cc2ccc(Cl)cc2)n1	-5	-5	0	5	-0.9	7	2	-2	33	-2
COc1ccc(Nc2nc3c([nH]2)c(=O)[nH]c(=O)n3C)cc1	6	-6	-9	6	0.1	-5	-3	3	4	2
COc1cc(NC(=O)c2c(-c3ccccc3Cl)noc2C)c2ncccc2c1	-8	·	-12	·	-3.5	-9	-1	-5	0	1
O=C(CN1CCC(NC(=O)c2ccccc2Cl)CC1)NCc1ccco1	8	-20	-13	20	0.5	13	3	9	-16	0
COc1ccc(NCc2ccc([N+](=O)[O-])s2)cc1	-3	-15	7	15	-1.9	1	0	5	21	8
Cc1onc(C(=O)Nc2cccnc2Cl)c1[N+](=O)[O-]	-7	-30	-4	30	-1.5	26	2	-2	4	1
CC(OC(=O)CNC(=O)c1sc2ccccc2c1Cl)c1ccccc1 (stereo unspecified)	-4	-19	5	19	-0.1	-14	-4	7	·	0
CC(=O)Nc1ccc(C(=O)Nc2ccc3c(c2)OCCO3)cc1	3	12	7	-12	0.1	11	-4	0	41	0
CCOC(=O)/C(C#N)=C/c1cccc(C)c1	-6	-18	-17	18	-1.2	-5	-3	4	-5	-3
Cc1ccccc1OC(C)C(=O)NCCC1=CCCCC1 (stereo unspecified)	-3	-9	-5	9	0.2	-13	2	4	-23	-4
CC(C)CC(NC(=O)c1ccc(Cl)cc1Cl)C(=O)O (stereo unspecified)	1	-3	3	3	-1.4	7	·	12	3	0
O=c1cc(CN2CCN(S(=O)(=O)c3ccc4ccccc4c3)CC2)nc2sccn12	-11	-16	-12	16	-0.7	-20	6	0	-11	-1
CN(C)c1oc(/C=C/c2ccccc2)nc1C#N	-5	-4	-44	4	-2.3	32	-1	i	22	-13
(listing goes on)
SMILES	dFosB act	SR-BI HDL uptake	PvdQ acylase	SR-BI DiI-HDL act	CAL PDZ FP-1	PfHsp90 set2	CAL PDZ FP-2	Rtt109 Vps75	MITF act	NSD2 inh
COc1ccc(OC)c(S(=O)(=O)N(C)CC(=O)N2CCN(c3ccccc3F)CC2)c1	-5	11	-16	-11	-1.3	-38	·	10	·	1
Cc1ccc(S(=O)(=O)NC(=O)NCCCN2CCOCC2)cc1	5	·	-6	·	-0.9	5	·	-1	-1	-3
O=C(O)CNc1ncccc1[N+](=O)[O-]	-9	-10	8	10	-1.2	10	0	-1	-1	-1
O=C1CCC(=O)N1c1ccccc1	0	-110	-10	?	-0.4	-28	-2	-5	·	-3
O=C(NS(=O)(=O)c1ccccc1)c1ccccc1F	-4	-10	-9	10	-0.1	-25	-2	-50	3	0
Cn1c(N)c(C(=O)CSc2nnc(NC3CCCCC3)s2)c(=O)n(C)c1=O	-4	-9	-10	9	-2.1	·	-3	-5	-2	1
CC1([N+](=O)[O-])COC(C=Cc2ccccc2)OC1 (stereo unspecified)	3	-18	2	18	-0.6	-13	3	7	7	-2
O=C(O)c1ccc(Cl)c(S(=O)(=O)NCc2cccnc2)c1	-6	-15	6	15	-0.8	·	3	20	-7	5
CCC(=O)c1ccc(OCC(=O)N(Cc2nnc(-c3ccccc3Cl)o2)C2CC2)cc1	-9	12	1	-12	-1.3	-13	·	10	0	1
C#CCOCCOCCOCCNc1nc(N2CCN(C(=O)CCCCCCCCCCNC(=O)[C@@H](CCC(=O)O)n3cc(CCCCCN)nn3)CC2)nc(N2CCN(C(=O)CCCCCCCCCCNC(=O)[C@@H](CCC(=O)O)n3cc(CCCCCN)nn3)CC2)n1	-23	-29	-20	29	-2.4	-8	-6	3	2	·
